High-throughput results as filed in PubChem BioAssay.
WRN helicase inh – WRN helicase (human) inhibition; Potency, µM (doses to about 114 µM), for inactives: at the highest dose activity change, negative = inhibition, most hits filed as inhibitors; AID 651768; WRN helicase unwinding, fluorescent forked duplex, kinetic; Q14191; hit rate 0.46% among 360,000; also: potency is read from the fitted curve at half-maximal effect; % is scaled to controls: 0 for no effect and ±100 for the full control effect; nearly all actives have a fitted effect of over 55% in size
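Kinetic fluorescence helicase assay: unwinding of a quenched forked DNA duplex (100 nM final) with 2 mM ATP final raises red fluorescence (525/598 nm). Compounds sat 15 min at room temperature with 20 nM WRN beforehand.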
PLK1 PBD inh – inhibitors of human PLK1 polo-box domain binding. P53350. Plk1 PBD binding of FITC phosphopeptide, fluorescence polarization. Potency, µM, inactives show max response, negative = inhibition, usual class: inhibitors. hit rate 2.8% among 360,000; also: potency is read from the fitted curve at half-maximal effect; series mostly up to about 57 µM; % is scaled to controls: 0 for no effect and ±100 for the full control effect; nearly all actives have a fitted effect of over 65% in size
Target sequence (P53350 whole entry, looked up, the tested form may be a part): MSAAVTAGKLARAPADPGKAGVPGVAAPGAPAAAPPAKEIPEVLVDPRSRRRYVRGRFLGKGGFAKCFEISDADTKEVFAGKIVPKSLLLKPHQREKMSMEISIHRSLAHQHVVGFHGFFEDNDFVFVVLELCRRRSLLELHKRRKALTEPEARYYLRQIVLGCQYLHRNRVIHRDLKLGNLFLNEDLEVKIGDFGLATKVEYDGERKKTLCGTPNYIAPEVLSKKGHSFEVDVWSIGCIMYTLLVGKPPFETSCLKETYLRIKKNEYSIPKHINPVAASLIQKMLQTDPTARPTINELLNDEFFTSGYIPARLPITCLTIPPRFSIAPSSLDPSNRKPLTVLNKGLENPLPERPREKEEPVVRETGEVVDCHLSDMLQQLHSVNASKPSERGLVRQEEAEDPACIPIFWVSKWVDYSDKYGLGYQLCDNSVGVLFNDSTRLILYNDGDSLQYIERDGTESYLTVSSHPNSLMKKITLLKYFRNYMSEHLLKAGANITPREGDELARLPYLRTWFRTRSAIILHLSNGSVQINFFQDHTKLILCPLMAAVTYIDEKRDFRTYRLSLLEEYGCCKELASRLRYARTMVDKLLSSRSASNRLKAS
EPAC1 antagonist – antagonists of human EPAC1; O95398; EPAC1 GEF assay, Rap1b-BODIPY-GDP exchange fluorescence; Potency, µM (doses to about 115 µM), for inactives: at the highest dose activity change, negative = inhibition, usual class: inhibitors; hit rate 0.14% among 360,000;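 also: potency is read from the fitted curve at half-maximal effect; plate controls were vehicle for no effect and positive control for full effect; nearly all actives have a fitted effect of over 50% in size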
EPAC1 agonist – EPAC1 (human) agonism; O95398; EPAC1 agonist qHTS, biochemical assay; response scale: 100% = response to 6.5 mM cAMP; Potency, µM (titrated, usually from 154 µM), for the others: top-dose activation, most hits filed as activators; hit rate 0.073% among 360,000; also: potency is read from the fitted curve at half-maximal effect; nearly all actives have a fitted effect of over 60% in size
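Nucleotide exchange by EPAC1 (100 nM) on Rap1B–BODIPY-GDP (250 nM) in the presence of 50 uM GDP is tracked fluorescently at 480/540 nm over 30 min. Signals are normalized to a 6.5 mM cAMP control.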
IL-2 act – activates IL-2 in a cell-based reporter assay. IL-2 activation reporter assay, cell-based qHTS; stimulated with anti-CD3/CD4/CD28 beads; in transgenic mouse T cells. AID 652025. hit rate 0.065% among 360,000. activation, % (series mostly up to about 46 µM); in the data active = activation above about 50%; inconclusive = mostly about 30% to 49%; also: 0% is about no effect
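EGFP and DsRed fluorescence is measured by plate cytometry in unstimulated transgenic mouse T cells exposed to compound for 60 minutes, then stimulated 18 hours at 37 degrees C with anti-CD3/anti-CD4 beads plus anti-CD28.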
PI5P4Ka inh – inhibitors of human PI5P4K alpha | P48426 | PI5P4Kalpha enzyme, ADP-Glo luminescence, 60 min; stronger effect = lower value | max response, % | hit rate 1.2% among 330,000; active = max response of -50% or lower; inconclusive = between -30% and -50%; inactive = -30% or higher; also: value at the top dose of about 77 µM; % is scaled to controls: 0 for no effect and ±100 for the full control effect
Target sequence (P48426 whole entry, looked up): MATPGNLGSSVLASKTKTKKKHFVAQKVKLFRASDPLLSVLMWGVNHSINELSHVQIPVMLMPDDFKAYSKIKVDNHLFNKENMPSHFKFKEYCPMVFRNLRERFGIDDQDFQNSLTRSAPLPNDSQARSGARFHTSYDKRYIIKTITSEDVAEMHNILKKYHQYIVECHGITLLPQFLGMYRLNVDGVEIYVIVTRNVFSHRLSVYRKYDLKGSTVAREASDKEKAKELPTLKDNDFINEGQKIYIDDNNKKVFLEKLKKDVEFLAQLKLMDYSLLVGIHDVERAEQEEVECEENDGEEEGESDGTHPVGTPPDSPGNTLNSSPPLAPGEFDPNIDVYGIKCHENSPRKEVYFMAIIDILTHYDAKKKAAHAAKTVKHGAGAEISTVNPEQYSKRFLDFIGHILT
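ADP-Glo luminescence end-point read after a 60 min room-temperature kinase reaction of PI5P4Kalpha plus substrate, initiated with ATP at 5 microM final. Buffer: 0.038 M HEPES pH 7.4, EGTA, 0.1% CHAPS, 5% DMSO.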
FUS yeast rescue – FUS proteinopathy suppression in yeast. AID 1347120. S. cerevisiae FUS-expressing, growth rescue, OD600, 24 h. Potency, µM (top dose mostly 76.6 µM), inactives show top-dose growth rescue (activation), hits mostly activators. hit rate 0.24% among 390,000;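 also: potency is read from the fitted curve at half-maximal effect; plate controls were DMSO vehicle for no effect and reference control for full effect; nearly all actives have a fitted effect of over 55% in size; some results filed as inactive show a strong effect at the top dose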
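FUS-expressing yeast, raffinose-pregrown, induced in 2% galactose minimal medium at OD 0.005; compounds in a dilution series, 24hr at 30C. Growth restoration read as absorbance at 600 nm. CP55940 positive control, DMSO negative.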
Abeta rescue – restores growth of yeast expressing A-beta42 peptide; yeast expressing A-beta42, growth rescue, OD600, 48 h; response scale: 0% DMSO, 100% iron-clioquinol control; Potency, µM (top dose mostly 46.1 µM), for inactives: top-dose growth rescue, hits mostly activators; hit rate 0.063% among 410,000; AID 1347071; also: potency is read from the fitted curve at half-maximal effect; nearly all actives have a fitted effect of over 55% in size
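Yeast growth medium received pinned compounds, then yeast cells expressing toxic A-beta were added; plates incubated at 30 C for 48 hr. Growth read as absorbance at 600 nm, normalized to DMSO and equimolar FeCl3 plus clioquinol controls.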
The depositor's hits bear a star; u = inconclusive; x = no result given; & = joins results of further samples; [ ] = remark or other dose. Unless noted, calls follow the shape of the dose curve; as a rule, active = well fitted curve in the direction sought with a large enough effect; inconclusive = small, poorly fitted or top-dose-only effect, or another doubt; inactive = no such curve, though single readings can be large; an effect the other way counts as inactive or inconclusive.

Molecule	WRN helicase inh	PLK1 PBD inh	EPAC1 antagonist	EPAC1 agonist	IL-2 act	PI5P4Ka inh	FUS yeast rescue	Abeta rescue
c1ccc(Cc2nnc3sc(-c4ccco4)nn23)cc1	u	21µM*	-15%	8%	-2.7	-51*	-1%	-3%
COc1ccc(CCNC(=O)Nc2nc(C(N)C3CCCCC3)cs2)cc1OC (centres undefined)	4%	-10%	-13%	-1%	-0.8	-1	0%	18%
CCOC(=O)N1CCC(N2Cc3cccc(C(=O)Nc4ccc(OCC)cc4)c3C2=O)CC1	-3%	-7%	-17%	4%	-4.8	3	17%	24%
O=C(CN1CCN(c2cccc(Cl)c2)CC1)Nc1ccc([N+](=O)[O-])cc1C(=O)Nc1ccccc1F	2%	7%	1%	5%	-1.5	-2	u	9%
CCOC(=O)c1sc(=S)n(-c2ccc(F)c(F)c2)c1N	3%	24µM*	-23%	0%	-1.0	x	-1%	-13%
CC(=O)Oc1ccc(-c2ccc(C(=O)OCC(=O)N(C)CC(=O)Nc3ccccc3Cl)cc2)cc1	-17%	-1%	-10%	6%	1.7	-8	35%	2%
O=[N+]([O-])c1cccc(-n2nnnc2CN2CCCCCC2)c1	-3%	-29%	0%	0%	2.7	1	-19%	19%
COc1ccc(C(CNC(=O)CNC(=O)c2cccc(F)c2)N2CCOCC2)cc1 (centres undefined)	10%	-3%	6%	-5%	1.5	2	18%	3%
O=[N+]([O-])c1nccn1CCCCCCN1CCOCC1	8%[57.1 µM]	-10%	5%	0%	0.9	6	-13%	-16%
COc1ccc(CN2CCNC(=O)C2CC(=O)N(C)C2CCCCC2)cc1OC (centres undefined)	-7%	-3%	-3%	-8%	-0.9	-10	2%	8%
COc1cccc(-c2nc(CS(=O)(=O)CC(=O)Nc3ccc(C(C)=O)cc3)c(C)o2)c1	-9%	-5%	7%	4%	0.6	-1	11%	7%
COC(=O)c1c(C)[nH]c(C(=O)C(C)OC(=O)C2CC(=O)N(CCc3ccccc3)C2)c1C (centres undefined)	-6%	-20%	13%	-2%	-0.2	-12	38%	15%
O=[N+]([O-])c1ccc(Oc2ccc(S(=O)(=O)N3CCCCC3)cc2)cc1	-27%[57.1 µM]	6%	26%	-8%	-0.6	-3	-7%	-4%
CC(=O)NS(=O)(=O)c1ccc(N=NN2CCCCC2)cc1	-10%	-25%	-6%	8%	-2.5	5	x	-8%
C#CCOCCOCCOCCNc1nc(N2CCN(C(=O)Cn3cc(CC(C)O)nn3)CC2)nc(N2CCN(C(=O)Cn3cc(CC(C)O)nn3)CC2)n1 (centres undefined)	15%	2%	7%	-14%	0.5	-7	13%	-5%
COc1ccc(-c2nn(-c3ccccc3C)cc2CNCCc2cnc[nH]2)cc1F	5%	5%	-21%	8%	-0.2	19	12%	0%
COc1ccc(Nc2n[nH]c(C)c2[N+](=O)[O-])cc1	0%	-2%	-7%	3%	-2.4	5	23%	4%
O=C(Nc1ccc(S(=O)(=O)NC2=NCCCCC2)cc1)c1ccc(=O)[nH]c1	6%	8%	0%	-9%	1.5	3	-35%	-3%
Cc1ccc(S(=O)(=O)NCC(=O)OCC(=O)NCc2ccc3c(c2)OCO3)cc1	0%	-6%	-9%	0%	0.8	-6	15%	0%
CCOc1ccc(NC(=O)CSc2nncc(=O)n2N)cc1	-23%	0%	12%	-7%	0.1	-2	x	-7%
COc1ccc2[nH]c(C(=O)Nc3ccc(F)cc3Br)cc2c1	-1%	2%	-14%	8%	2.4	1	15%	-8%
CC(=O)c1ccc(N2CCN(C(=O)Nc3cccc(F)c3)CC2)cc1	-1%	-15%	u	-2%	-3.1	4	-23%&-13%	1%&-8%
OC(COC(c1ccc(F)cc1)c1ccc(F)cc1)CN1CCCC1 (centres undefined)	4%	-5%	u	3%	0.6	-1	-22%	-22%
CC1CCC(NC(=O)CC(NC(N)=O)c2ccccc2Cl)CC1 (centres undefined)	-11%	-1%	-11%	-2%	-0.6	5	7%	-8%
Cc1ccc(S(=O)(=O)N(C)CC(=O)N(C)CCOc2ccccc2)cc1	7%	-2%	3%	7%	-2.4	1	8%	9%

Going on with the list:
Molecule	WRN helicase inh	PLK1 PBD inh	EPAC1 antagonist	EPAC1 agonist	IL-2 act	PI5P4Ka inh	FUS yeast rescue	Abeta rescue
NC(Cc1ccccc1)c1csc(NC(=O)Nc2ccccc2Oc2ccccc2)n1 (centres undefined)	-7%	-1%	-9%	-1%	0.0	-22	u	-4%
N#CC1=C(S)N(c2ccccc2)C2(CCCCC2)NC1=O	-13%	-2%	11%	4%	0.5	2	x	8%
Cc1ccc(Cc2c(-c3ccc(Cl)cc3)nc3cc(C)ccn23)cc1	-2%	-2%	-6%	9%	-3.5	-3	26%	-19%
N#Cc1cccc(-n2nnnc2-c2ccccn2)c1	2%	-10%	-6%	11%	-2.4	-3	-18%	-5%
Cc1cc(C(=O)N/N=C/c2ccc(-c3cccc([N+](=O)[O-])c3)o2)n[nH]1	-3%	-13%	2%	0%	-1.1	-9	-8%	7%
COc1ccc(NC(=O)COC(=O)c2ccc(S(=O)(=O)N3CCCC3)cc2)cc1OC	7%	1%	31%[activator]	-6%	1.3	-9	-11%	2%
Cc1ccc2[nH]c(CN3CCC(CO)(CC4CCCCO4)CC3)c(C)c2c1 (centres undefined)	5%	-14%	-5%	10%	-2.2	31	27%	6%
O=c1[nH]c(CN2CCN(C/C=C/c3ccccc3)CC2)nc2ccccc12	1%	-1%	0%	14%	-2.5	x	13%	4%
COc1ccc(COCC(O)CN(Cc2ccccc2)C(C)C)cc1OC (centres undefined)	1%	-2%	-16%	-6%	-0.2	-2	-9%	-11%
CCCNS(=O)(=O)c1ccc(CCC(=O)N2CCCC2)cc1	3%	-11%	-17%	12%	6.8	2	11%	-6%
CCN(Cc1ccccc1)S(=O)(=O)c1cc2c3c(c1)CCN3C(=O)CC2	-2%	-2%	3%	u	-0.9	2	12%	-6%
COc1cc(/C=C/C(=O)Nc2ccc(S(=O)(=O)Nc3onc(C)c3C)cc2)cc(OC)c1OC	-23%	-10%	-12%	2%	1.2	0	-6%	-18%
O=C(NC1CCCCC1)N1CCC(n2c(=O)[nH]c3ccccc32)CC1	5%	-4%	-4%	-15%	-3.7	-3	-19%	-7%
Cc1cc(C)nc(N/N=C/C2=C(N3CCOCC3)C(=C/c3ccccc3)/CC2)n1	-10%	-16%	0%	-1%	0.8	-1	x	-65%[inhibitor]
COCCCn1c(SCCc2ccccc2)nc2cc(OC)c(OC)cc2c1=N	-10%	-7%	-15%	u	-0.6	9	27%	-8%
COc1ccc(N2C(=O)CSC2c2ccncc2)cc1 (centres undefined)	4%	-3%	5%	7%	0.4	7	-38%	10%
CN(C(=O)CCc1nc2ccccc2c(=O)[nH]1)C1CCS(=O)(=O)C1 (centres undefined)	2%	-15%	5%	-4%	0.3	-1	-6%	13%
CC(=O)Nc1ccc(S(=O)(=O)Oc2ccc(C(=S)N3CCC(O)CC3)cc2)cc1	-8%	u	-4%	-27%	1.6	-8	16%	11%
Cc1cccc(C)c1NC(=O)COC(=O)CNC(=O)C1CCCCC1	1%	-3%	4%	9%	0.0	0	28%	-6%
C=CCNC(=O)COC(=O)c1cc(S(=O)(=O)N2CCCCC2)ccc1Cl	0%	3%	-13%	12%	0.6	-1	14%	6%
O=C(Nc1ccc(F)c(Cl)c1)c1ccc2c(c1)OCO2	-20%	-3%	-12%	0%	0.7	-6	7%	-10%
CCCCSc1nc(C)[nH]c1[N+](=O)[O-]	14%	-15%	15%	-4%	-2.0	0	-9%	3%
Cc1cccc(NC(=S)Nn2cnnc2)c1C	-3%	u	8%	-4%	0.3	-8	-5%	-10%
Cc1nn(-c2ccccc2)c(C)c1/C=N/NC(=O)c1cc(O)cc(O)c1	1%	-1%	10%	3%	-1.7	-1	23%	2%
COc1cccc(/C=C/C(=O)Nc2cccc(C(C)=O)c2)c1OC	-2%	2%	0%	-3%	-0.6	0	-11%	-13%

Two compounds from above, limited to PLK1 PBD inh, Abeta rescue and EPAC1 agonist:
SMILES | PLK1 PBD inh | Abeta rescue | EPAC1 agonist
Cc1cc(C(=O)N/N=C/c2ccc(-c3cccc([N+](=O)[O-])c3)o2)n[nH]1 | -13% | 7% | 0%
C#CCOCCOCCOCCNc1nc(N2CCN(C(=O)Cn3cc(CC(C)O)nn3)CC2)nc(N2CCN(C(=O)Cn3cc(CC(C)O)nn3)CC2)n1 (centres undefined) | 2% | -5% | -14%

(listing goes on)
Molecule	WRN helicase inh	PLK1 PBD inh	EPAC1 antagonist	EPAC1 agonist	IL-2 act	PI5P4Ka inh	FUS yeast rescue	Abeta rescue
S=C(Nc1ccc(Cl)cc1)N1CCOCC1	-12%	-13%	-9%	2%	0.4	-2	34%	6%
C=CCN(CC=C)C(=O)C(=O)c1ccn(-c2c(C)csc2C(=O)OC)c1	-10%	-7%	-25%	-4%	-3.3	5	-17%	6%
COCCn1c(=S)[nH]c2sc3c(c2c1=O)CCC(C)C3 (centres undefined)	u	u	u	4%	0.1	u	3%	26%
CCOc1ccc(CCNC(=O)CSc2n[nH]c(N)n2)cc1OCC	u	u	-25%	11%	-5.1	-22	x	-17%
CSc1nc(N)c(NC(=O)c2ccc(Br)o2)c(=O)[nH]1	-10%	0%	-5%	-12%	-0.2	0	u	-5%
O=C(OCc1ccccc1)N1CCOCCN(C(=O)OCc2ccccc2)CCOCC1	-12%	-22%	13%	2%	-0.6	6	31%	17%
COc1ccc(C(CC(=O)O)NC(=O)COc2ccccc2)cc1OC (centres undefined)	-4%	-9%	15%	5%	-0.2	1	19%	-4%
CCC(NC(=O)c1ccccc1O)c1ccccc1 (centres undefined)	-12%	-9%	1%	7%	-1.1	x	22%	-19%
COc1ccc(N(CC(=O)NCCSCc2ccco2)S(=O)(=O)c2ccccc2)cc1Cl	-7%	-3%	-2%	8%	-2.8	-7	x	9%
Cc1cccc(C)c1NC(=O)CS(=O)CC(=O)NC1CCN(Cc2ccccc2)CC1 (centres undefined)	-3%	-2%	6%	3%	-4.1	2	-2%	20%
Cc1noc(NS(=O)(=O)c2ccc(NC(=O)c3cc(S(=O)(=O)N(C)c4ccccc4)ccc3Cl)cc2)c1C	8%	-22%	-8%	6%	0.5	1	u	-24%
COc1ccc(OCC(=O)N/N=C(\C)CC(=O)Nc2ccc(NC(C)=O)cc2)cc1	5%	5%	-5%	1%	-1.1	5	3%	2%
